Source: PubChem
hERG rescue: shields human hERG channel from block by proarrhythmic agents; AID 1511; actives 0.51% (n = 310,000); CHO-hERG, FluxOR thallium flux, dofetilide IC70 present; activation (rescue from dofetilide block), less the hit threshold, % at 10 µM;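 active = activation above the mean of controls blocked by dofetilide plus 5 SD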;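 note: thallium influx through hERG after potassium depolarization seen as dye fluorescence rise; in these data hits start at about 4.7%; inactives centre near -7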
KCNK3 block: human KCNK3 channel inhibition, primary screen; B-score at 10 µM; actives 0.84% (n = 340,000); CHO-KCNK3 thallium flux, FluxOR fluorescence; hits give low values; AID 602410;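 active = B-score under library mean minus 4 SD, starting fluorescence ratio at most library mean plus 5 SD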;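 note: more negative B-score means stronger inhibition of thallium flux through KCNK3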
Target sequence (O14649 whole entry, looked up): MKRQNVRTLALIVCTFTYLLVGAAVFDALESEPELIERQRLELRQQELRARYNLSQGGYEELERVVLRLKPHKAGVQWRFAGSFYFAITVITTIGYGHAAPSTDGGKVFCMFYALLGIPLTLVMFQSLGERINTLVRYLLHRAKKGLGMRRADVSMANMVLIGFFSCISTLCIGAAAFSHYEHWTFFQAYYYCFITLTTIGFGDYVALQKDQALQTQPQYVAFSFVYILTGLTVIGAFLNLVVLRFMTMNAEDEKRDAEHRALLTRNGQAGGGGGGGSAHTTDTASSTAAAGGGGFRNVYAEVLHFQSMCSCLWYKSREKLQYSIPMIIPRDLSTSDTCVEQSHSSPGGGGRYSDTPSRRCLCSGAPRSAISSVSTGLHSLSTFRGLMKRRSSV
TRPC4 block: blocks the mouse TRPC4 cation channel; B-score at 10 µM; actives 0.39% (n = 300,000); AID 2247; Q9QUQ5; HEK293 TRPC4beta/mu-opioid, DAMGO-evoked Fluo4 calcium flux; hits give low values;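 active = B-score over 3 SD under the library average, no early fluorescence shift, positive overall ratio signal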
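Signal: kinetic Fluo4 fluorescence imaging of calcium influx. Material: stable TRPC4beta/mu-opioid receptor HEK293 cells. Probe or stimulus: DAMGO in two steps, submaximal then maximal.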
TRPC4 potent: allosteric potentiators of mouse TRPC4 channel. Q9QUQ5. HEK293 TRPC4beta/mu-opioid, DAMGO EC20, Fluo-4 Ca2+ flux; hits give high values. B-score at 10 µM. actives 0.42% (n = 310,000);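 active = B-score of calcium response area above 5 SD of library B-scores, with initial fluorescence ratio within 5 SD of library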;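 note: B-score of integrated fluorescence ratio over time as area under calcium response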
Dyrk1A ADPGlo: blocks rat Dyrk1A kinase activity; Q63470; ADP-Glo luminescence, NFATc1 peptide; inhibition, % at 12.5 µM; actives 0.43% (n = 310,000); AID 504441; in the data active = inhibition above about 50%;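 note: plate controls were vehicle with enzyme for no effect and no enzyme for full effect; many of its hits are not listed in these tables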
KCNK9 inh: blocks the human KCNK9 two-pore domain potassium channel; B-score at 10 µM; HEK293 KCNK9, FluxOR thallium flux fluorescence; hits give low values; actives 1.2% (n = 310,000); Q9NPC2; AID 488922;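 active = ratio B-score over 3 SD below the library mean, with starting fluorescence within 5 SD of its mean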;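 note: negative B-score means less thallium flux so channel inhibition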
KCNQ1 block: inhibitors of human KCNQ1 potassium channel. P51787. CHO-K1 KCNQ1, FluxOR thallium flux fluorescence; hits give high values. B-score at 10 µM. actives 1.3% (n = 310,000). AID 2642;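 active = compounds whose thallium flux B-score, printed positive for inhibition, exceeds three library SD while starting fluorescence stays within three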;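 note: channel opened by potassium depolarization with thallium stimulus after 20 min compound exposure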
Target sequence (P51787 whole entry, looked up): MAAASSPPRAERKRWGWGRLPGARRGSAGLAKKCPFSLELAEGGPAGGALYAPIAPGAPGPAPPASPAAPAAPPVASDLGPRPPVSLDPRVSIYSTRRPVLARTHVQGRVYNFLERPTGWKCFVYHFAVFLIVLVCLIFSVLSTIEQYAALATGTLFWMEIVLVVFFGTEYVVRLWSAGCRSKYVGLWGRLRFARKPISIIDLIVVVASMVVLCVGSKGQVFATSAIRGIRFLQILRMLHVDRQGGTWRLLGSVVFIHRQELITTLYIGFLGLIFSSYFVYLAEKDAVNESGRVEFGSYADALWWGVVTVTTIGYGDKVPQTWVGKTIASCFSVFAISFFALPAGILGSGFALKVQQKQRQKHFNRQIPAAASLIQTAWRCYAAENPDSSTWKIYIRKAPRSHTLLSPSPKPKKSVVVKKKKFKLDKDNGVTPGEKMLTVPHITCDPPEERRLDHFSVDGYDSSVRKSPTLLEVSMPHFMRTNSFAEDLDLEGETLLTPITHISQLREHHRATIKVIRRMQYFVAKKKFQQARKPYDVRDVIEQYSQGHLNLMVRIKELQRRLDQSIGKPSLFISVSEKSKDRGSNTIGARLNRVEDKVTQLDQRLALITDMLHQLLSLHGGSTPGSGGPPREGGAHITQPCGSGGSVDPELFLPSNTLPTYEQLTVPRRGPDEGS
PolyA inh: yeast polyadenylation inhibition | S. cerevisiae SKY197-pL101 polyadenylation reporter, beta-gal luminescence; efflux-impaired pdr1/pdr3 knockout yeast; score 100 = 6 SD above DMSO | calls only at 12 µM | actives 0.02% (n = 300,000) | AID 1875;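 active = lowest replicate activity score at least 50, where 100 means six control SD above control mean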;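 note: yeast exposed to compound for 9 h at 30 °C; higher score means more reporter readthrough which indicates perturbed polyadenylation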
TRPC4 act: TRPC4 (mouse) channel activation; Q9QUQ5; HEK293 TRPC4beta/mu-opioid, Fluo4 calcium fluorescence; hits give high values; B-score at 10 µM; actives 0.49% (n = 310,000); AID 2237;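 active = B-score above 5 SD of library B-scores, and initial fluorescence ratio not above library mean plus 5 SD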;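 note: positive B-score marks a calcium rise read as TRPC4 activation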
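Material: TRPC4beta and mu-opioid receptor HEK293 stable cells | Incubation: 45 min room-temperature Fluo4 loading, 110 s read | Detection: Kinetic Fluo4 calcium fluorescence | Measure: Integrated baseline-normalised fluorescence ratio, converted to per-well B score | Benchmarks: Low control buffer alone, high control maximal DAMGO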
KCNQ1 act: potentiates or activates the human KCNQ1 potassium channel | P51787 | CHO-K1 KCNQ1, thallium flux FluxOR fluorescence; hits give high values | B-score at 10 µM | actives 0.35% (n = 310,000) | AID 2648;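 active = fluorescence ratio B-score, a plate-corrected score, at least three library SD, with initial intensity B-score within 5 SD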
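assay system = CHO-K1 cells stably expressing KCNQ1 | medium = assay buffer, equal DMSO in all wells | timing = 37 °C overnight plating, 90-min dark dye load, 20-min compound pretreatment | measured by = kinetic FluxOR thallium fluorescence, 10-s 1-Hz baseline, 110-s post-stimulus read | measure = fluorescence change relative to baseline, converted to B score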
Platelet DG rel: platelet dense granule release activity. inhibition, %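 (compounds screened at 7.5 µM in platelet-rich plasma)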. actives 0.22% (n = 300,000). human platelet-rich plasma, SFLLRN dense granule ATP release, luminescence. AID 1663;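 active = mean replicate score, as percent of positive control, at or above 50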
Active calls of the source: *; i = inactive; x = no result given. A portion of the library (hit frequency here may not be typical).

The line under a structure holds: hERG rescue	KCNK3 block	TRPC4 block	TRPC4 potent	Dyrk1A ADPGlo	KCNK9 inh	KCNQ1 block	PolyA inh	TRPC4 act	KCNQ1 act	Platelet DG rel
CCC1CCC/C1=N\NC(=O)c1cc(C)[nH]n1 (centres undefined)
  -0.7	i	i	i	x	i	i	i	i	i	4.3
Cc1ccc(S(=O)(=O)N(CC(=O)Nc2cccnc2)c2cccc([N+](=O)[O-])c2)cc1
  -13.1	i	i	i	-2.9	i	i	i	i	i	2.9
COc1cc(OC)cc(C(=O)OCC(=O)N(C)c2ccccc2)c1
  -0.8	i	i	i	-8.7	i	i	i	i	i	0.4
N#Cc1ccccc1/C=N/Nc1nc(-c2ccccc2)c2cc(Cl)ccc2n1
  -8.8	i	i	i	-0.5	i	i	i	i	i	7.6
O=[N+]([O-])c1cc(C(F)(F)F)ccc1NCCCN1CCOCC1
  -2.6	i	i	i	0.7	i	i	i	i	i	-4.8
C=CCNC(=O)c1onc(CSc2cc(C)cc(C)c2)c1C(=O)NCC=C
  0.1	i	x	i	1.9	i	i	i	i	i	1.0
C/C(=N\NC(=O)COc1ccc(C)cc1C(C)C)c1ccc(-n2ccnc2)cc1
  5.6*	i	i	28*	11.8	i	i	x	i	i	19.4
C/C(Cn1cnc([N+](=O)[O-])n1)=N/NC(=O)COc1ccccc1Cl
  -3.7	i	i	i	-1.7	i	i	i	i	i	-2.6
CCSc1nnc(NC(=O)C2CC(=O)N(Cc3ccc(C)cc3)C2)s1 (centres undefined)
  -17.1	i	i	i	4.7	i	i	i	i	i	-0.7
COc1ccc(CN2CCCC(C(=O)N(C)Cc3ccccc3)C2)cc1OC (centres undefined)
  -7.3	i	i	i	-6.3	i	i	i	i	i	-3.4
Cc1cccc(N=C2NC(=O)/C(=C/c3cccn3C)S2)c1
  -10.6	i	i	i	6.5	i	i	i	i	i	-5.1
C/C=C/c1ccc(OCC(O)CNCC(c2ccc(OC)cc2)N(C)C)c(OC)c1 (centres undefined)
  -9.1	i	i	i	-0.6	i	i	i	i	i	0.8
Cc1cccc(NC(=O)CSCC(=O)N=c2sccn2C)c1
  -8.1	i	i	i	-5.8	i	i	i	i	i	0.7
COc1cc(/C=N/NC(N)=S)ccc1OCC(=O)N1CCOCC1
  -11.6	i	i	i	-5.4	i	i	i	i	i	-16.7
O=c1c2ccccc2ncn1-c1ccc(Cl)cc1Cl
  -8.7	i	i	i	x	i	i	i	i	i	8.8
CN(CCc1ccccn1)C(=O)CCC1CCCN(C(=O)c2c3c(nn2C)CCCC3)C1 (centres undefined)
  -11.7	i	i	i	-6.8	i	i	i	i	i	-1.0
COc1ccc(CN2CCN(CCSc3ccc(C)cc3)CC2)c(OC)c1OC
  -2.5	i	i	i	1.3	i	i	i	i	i	1.4
CCN(CC)S(=O)(=O)c1cccc(C(=O)NNC(=O)c2ccc3[nH]c(=O)c(=O)[nH]c3c2)c1
  -9.0	i	i	i	x	i	i	i	i	i	-14.6
Cc1ccc(S(=O)(=O)/N=C/c2cc(Br)ccc2O)cc1
  -2.4	i	i	i	-3.8	i	i	i	i	i	-6.1
CN(C)CC1CCCCC1C1(O)c2ccccc2CSc2sccc21 (centres undefined)
  -2.8	i	i	i	0.0	i	i	i	i	i	-2.0

Copied from the listing (5 entries):
The line under a structure holds: hERG rescue	KCNK3 block	TRPC4 block	TRPC4 potent	Dyrk1A ADPGlo	KCNK9 inh	KCNQ1 block	PolyA inh	TRPC4 act	KCNQ1 act	Platelet DG rel
CCC1CCC/C1=N\NC(=O)c1cc(C)[nH]n1 (centres undefined)
  -0.7	i	i	i	x	i	i	i	i	i	4.3
Cc1ccc(S(=O)(=O)N(CC(=O)Nc2cccnc2)c2cccc([N+](=O)[O-])c2)cc1
  -13.1	i	i	i	-2.9	i	i	i	i	i	2.9
COc1cc(OC)cc(C(=O)OCC(=O)N(C)c2ccccc2)c1
  -0.8	i	i	i	-8.7	i	i	i	i	i	0.4
N#Cc1ccccc1/C=N/Nc1nc(-c2ccccc2)c2cc(Cl)ccc2n1
  -8.8	i	i	i	-0.5	i	i	i	i	i	7.6
O=[N+]([O-])c1cc(C(F)(F)F)ccc1NCCCN1CCOCC1
  -2.6	i	i	i	0.7	i	i	i	i	i	-4.8

Next section.
The line under a structure holds: hERG rescue	KCNK3 block	TRPC4 block	TRPC4 potent	Dyrk1A ADPGlo	KCNK9 inh	KCNQ1 block	PolyA inh	TRPC4 act	KCNQ1 act	Platelet DG rel
C[C@H]1CCC[C@]2(O[C@H](CCO)C[C@H](O)[C@H]2O)O1
  0.6	i	i	i	-1.4	i	i	i	i	i	0.4
COc1ccc(OCC(=O)Nc2c3c(nn2C(C)(C)C)CSC3)cc1
  -13.8	i	i	i	5.1	-13.7*	i	i	i	i	13.2
COc1ccc(N2C(=O)CC(NC3CCCCNC3=O)C2=O)cc1 (centres undefined)
  -9.7	i	i	i	2.9	i	i	i	i	i	5.3
Cc1ccccc1CNCCCSc1ncccn1
  -3.6	i	i	i	0.0	i	i	i	i	i	2.4
Cn1ccnc1SCC(=O)Nc1cccc([N+](=O)[O-])c1
  -5.9	i	i	i	15.1	i	i	i	i	i	1.7
CCn1c(=N)n(CC(O)c2ccccc2)c2ccccc21 (centres undefined)
  -3.9	i	i	i	-5.8	i	i	i	i	i	8.4
COc1ccc2sc(NCc3ccccc3)nc2c1
  -3.1	i	i	i	-5.5	i	i	i	i	i	-9.0
O=c1oc2ccc(Cl)cc2nc1/C=C(\O)c1cccs1
  -20.5	i	i	i	x	i	i	i	i	i	1.8
Cc1cccc(C)c1NC(=O)CN(C)CC(=O)Nc1ccccc1Br
  -4.9	i	i	i	7.3	i	i	i	i	i	-2.6
OCC1(CCCc2ccccc2)CCN(Cc2cc(F)ccc2F)CC1
  -5.5	i	-7*	i	3.2	i	i	i	i	i	2.3
O=S(=O)(c1ccc2c(c1)OCCO2)N1CCN(c2nc3ccccc3s2)CC1
  -7.4	i	i	i	3.4	i	i	i	i	i	-7.7
O=C(Nc1c(C(=O)Nc2cccc3ccccc23)cnn1-c1ccccc1)c1ccco1
  -19.9	i	i	i	1.2	i	i	i	i	i	-10.6
COc1cc(CNCc2cccnc2)ccc1OCc1ccccc1
  -14.5	i	i	i	4.8	i	i	i	i	i	-4.4
O=C1CCCC/C1=C\Nc1ccccc1C(=O)O
  -6.7	i	i	i	-5.4	i	i	i	i	i	16.9
COc1ccc(S(=O)(=O)NNC(=O)c2sccc2-n2cccc2)cc1
  -10.4	i	i	i	-6.8	i	i	i	i	i	0.1
CCOC(=O)C(C)Sc1nnc2c3ccccc3n(C)c2n1 (centres undefined)
  -6.6	i	i	i	6.0	i	i	i	i	i	10.6
CCN(CC(=O)Nc1ccc2c(c1)OCCO2)CC(=O)Nc1ccc2c(c1)OCO2
  -4.6	i	i	i	x	i	i	i	i	i	-5.0
Cc1cnc(NS(=O)(=O)c2ccccc2)c(Br)c1
  -5.2	i	i	i	-7.5	i	i	i	i	i	-8.2
O=C(CSc1cccc[n+]1[O-])Nc1ccc2c(c1)OCCO2
  -5.9	i	i	i	-2.8	i	i	i	i	i	-4.3
COc1ccc(S(=O)(=O)NCC(=O)N(CC(=O)NCC2CCCO2)Cc2ccccc2)cc1 (centres undefined)
  -5.0	i	i	i	-3.6	i	i	i	i	i	0.6

Laid out differently: entries from further up.
> COc1ccc2sc(NCc3ccccc3)nc2c1
  hERG rescue: -3.1; KCNK3 block: i; TRPC4 block: i; TRPC4 potent: i; Dyrk1A ADPGlo: -5.5; KCNK9 inh: i; KCNQ1 block: i; PolyA inh: i; TRPC4 act: i; KCNQ1 act: i; Platelet DG rel: -9.0
> O=c1oc2ccc(Cl)cc2nc1/C=C(\O)c1cccs1
  hERG rescue: -20.5; KCNK3 block: i; TRPC4 block: i; TRPC4 potent: i; Dyrk1A ADPGlo: x; KCNK9 inh: i; KCNQ1 block: i; PolyA inh: i; TRPC4 act: i; KCNQ1 act: i; Platelet DG rel: 1.8
> Cc1cccc(C)c1NC(=O)CN(C)CC(=O)Nc1ccccc1Br
  hERG rescue: -4.9; KCNK3 block: i; TRPC4 block: i; TRPC4 potent: i; Dyrk1A ADPGlo: 7.3; KCNK9 inh: i; KCNQ1 block: i; PolyA inh: i; TRPC4 act: i; KCNQ1 act: i; Platelet DG rel: -2.6
> OCC1(CCCc2ccccc2)CCN(Cc2cc(F)ccc2F)CC1
  hERG rescue: -5.5; KCNK3 block: i; TRPC4 block: -7*; TRPC4 potent: i; Dyrk1A ADPGlo: 3.2; KCNK9 inh: i; KCNQ1 block: i; PolyA inh: i; TRPC4 act: i; KCNQ1 act: i; Platelet DG rel: 2.3

(listing goes on)
The line under a structure holds: hERG rescue	KCNK3 block	TRPC4 block	TRPC4 potent	Dyrk1A ADPGlo	KCNK9 inh	KCNQ1 block	PolyA inh	TRPC4 act	KCNQ1 act	Platelet DG rel
COc1ccc(C(=O)CC(=O)C(=O)Nc2ccc(C)cc2Cl)cc1
  55.8*	i	i	i	-0.8	i	i	i	i	i	-0.6
CNC(=O)CSc1ncnc2c1cnn2-c1ccccc1
  -10.9	i	i	i	x	i	i	i	i	i	12.9
CC1CCCCN1C/C=C/c1ccccc1[N+](=O)[O-] (centres undefined)
  -11.6	i	i	i	-2.4	i	i	i	i	i	5.3
COc1cccc(Nc2nnc(SCC(=O)N3CCOCC3)s2)c1
  -10.4	i	i	i	3.8	i	i	i	i	i	-3.5
Cc1ccnc(N2CCCC(C(=O)Nc3ccc(C)c(C)c3)C2)n1 (centres undefined)
  -7.1	i	i	i	-2.2	i	i	i	i	i	-3.6
CC(=O)c1ccc(NC(=O)CSc2ccc(-c3ccco3)nn2)cc1
  -3.8	i	i	i	0.5	i	i	i	i	i	-4.5
CCOC(=O)C1=C(C)NC2=C(C(=O)C(C(=O)OCC)C(c3ccc(OC)cc3)C2)C1c1ccccn1 (centres undefined)
  -4.7	i	i	i	-2.9	i	i	i	i	i	-6.5
CC1=CC(=C(C#N)C#N)c2ccccc2N1C
  -1.3	i	i	i	-1.0	i	i	i	i	i	-1.2
Cc1nc2nc(SCC(=O)NCCCN3CCCCCC3)nn2c(C)c1Cc1ccccc1Cl
  -2.4	i	i	i	-4.2	i	i	i	i	i	-1.4
CC12CCC(c3c(C(=O)O)nn(-c4ccccc4)c31)C2(C)C (centres undefined)
  0.8	i	i	i	-0.2	i	i	i	i	i	5.5
